Bioassay records deposited in PubChem by several laboratories.
STAT1 activator = STAT1 signaling activators, primary screen, cell-based, HTS, luciferase reporter; NIH 3T3 STAT1-luciferase reporter, IFN-gamma, luminescence; 100% = IFN-gamma alone, no compound; activation (% of control), % at 5.5 µM; 200,000 compounds, 2.6% hits;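 active = activation above the screen-wide mean activation plus 3 SD, cut at about 130% in these data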;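 note: raw ratio to IFN-gamma control signal so 100% means no change and 0% no light; values of inactives mirror those of a sister screen read the other way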
DTT redox prof = compounds producing H2O2 with reducing agent – biochemical, NIH compound library profiling, artefact control for MLSCN library redox annotation, primary screen; DTT-dependent redox cycling H2O2, phenol red/HRP absorbance; 100% = 100 µM peroxide control, 0% = buffer; 200,000 compounds, 0.03% hits; activation, % at 10 µM;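 active = activation of at least 50% relative to the plate's high and low controls in the primary single-dose screen; inactive = activation below 50%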;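 note: compound incubated with DTT at 0.8 mM final as the reducing agent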
FLuc stim CS = FLuc activators, initial screening, artefact control for FLuc-dependent activation tests, biochemical, ATPlite luminescence; ATPlite luciferase biochemical, 10 min; 0 = ATP-free wells, 1 = DMSO control; AID 1027, 2008; activation factor at 10 µM; 200,000 tested, under 10 active;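 active = luciferase activation factor, scaled between plate controls, of at least 2 with compound at 10 µM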
Target sequence (P08659 whole entry, looked up): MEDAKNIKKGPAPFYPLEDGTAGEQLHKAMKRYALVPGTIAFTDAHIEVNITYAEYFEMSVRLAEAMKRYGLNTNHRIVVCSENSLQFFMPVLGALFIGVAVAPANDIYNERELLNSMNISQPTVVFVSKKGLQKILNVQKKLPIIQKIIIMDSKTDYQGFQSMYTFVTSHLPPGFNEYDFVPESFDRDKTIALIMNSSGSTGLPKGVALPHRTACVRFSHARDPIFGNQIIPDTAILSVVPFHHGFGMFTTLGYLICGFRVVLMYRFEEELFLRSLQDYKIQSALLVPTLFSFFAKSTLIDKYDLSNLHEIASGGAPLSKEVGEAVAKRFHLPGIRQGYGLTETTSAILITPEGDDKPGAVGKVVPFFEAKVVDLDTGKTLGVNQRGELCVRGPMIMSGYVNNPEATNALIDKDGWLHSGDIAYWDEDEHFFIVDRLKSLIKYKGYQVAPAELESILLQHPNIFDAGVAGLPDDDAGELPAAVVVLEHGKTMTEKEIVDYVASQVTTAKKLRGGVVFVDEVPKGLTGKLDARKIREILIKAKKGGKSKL
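Assay system – cell-free luciferase reagent · Medium – PBS-based ATP solution · Dosing – test compounds dosed from 2 mM stocks in 100% DMSO · Timing – 10 min, room temperature · Technique – light output (luminescence) · Measure – luminescence gain marking luciferase activators · Controls – No-ATP low control, compound-free enzyme-plus-ATP high control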
G6PDH CS = L. mesenteroides G6PDH inhibitors, counter-screen for G6PDH-coupled screening assays, biochemical, Leuconostoc mesenteroides enzyme; glucose-6-phosphate dehydrogenase [Leuconostoc mesenteroides]; inhibition, % at 5 µM; Purified L. mesenteroides G6PDH, diaphorase/resazurin coupled fluorescence, 45 min; 200,000 compounds, 0.12% hits; in the data active = inhibition above about 50%
APP 5UTR inh = inhibitors of APP translation via 5'UTR reporter, primary screen, APP 5'UTR luciferase, SH-SY5Y cells; 190,000 compounds, 0.82% hits; AID 1285, 2008; inhibition, % at 2 µM; SH-SY5Y APP 5'UTR-luciferase reporter, luminescence;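 active = inhibition above a set limit, derived from the sample mean plus 3 SD, cut at about 45% in these data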; note: values of inactives mirror those of a sister screen read the other way
APP 5'UTR act = activators of APP 5'UTR luciferase reporter, primary screen, SH-SY5Y cells; SH-SY5Y APP 5'UTR luciferase reporter, luminescence; zero percent = DMSO vehicle wells; activation, % at 2 µM; 190,000 compounds, 1% hits; AID 1276, 2008;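 active = activation above a set limit, based on mean plus 3 SD of controls, cut at about 140% in these data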; note: values of inactives mirror those of a sister screen read the other way
HMGR II inh = inhibitors of E. faecalis class II HMGR, primary screen, biochemical, Enterococcus faecalis | purified E. faecalis HMGR, NADPH absorbance 340 nm kinetic | AID 1066, 2008 | 190,000 compounds, 0.41% hits | inhibition, % at 10 µM | HMG-CoA reductase (Enterococcus faecalis, mvaE);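 active = inhibition above a set limit, the median over all tested compounds plus 3 SD, cut at about 9.5% in these data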;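 note: enzyme runs in reverse so mevalonate oxidation gives rising NADPH absorbance; 0% = complete reaction with DMSO and 100% = background rate lacking mevalonate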
FLuc inh counter = firefly luciferase enzyme inhibitors, primary screen, artefact control for luciferase-based inhibitor screens, biochemical, luminescence, ATPLite; AID 1006, 2008; Luciferin 4-monooxygenase (Photinus pyralis), P08659; inhibition, % at 10 µM; 10 min; 200,000 compounds, 1.5% hits;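 active = inhibition above about 50% when tested at 10 µM, limit read from the data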
NF-kB neuron act = activators of NF-kB expression in neurons, primary screen, cell-based, HTS. human neuronal cells, NF-kB reporter expression; hits give high values. fold change at 12.5 µM. 190,000 compounds, 1.6% hits; in the data active = fold change above about 3.3
Hsp70 activator = Hsp70 transcriptional activators, primary screen, cell-based, HeLa, Hsp70 promoter luciferase, luminescence, 10 µM | AID 1203, 2008 | activation, % at 10 µM | HeLa Hsp70 promoter luciferase reporter; scaled: vehicle 0, proteasome-inhibitor control 100% | 200,000 compounds, 0.04% hits;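 active = activation above the mean across all tested compounds plus 3 SD, cutoff set per campaign, cut at about 5.5% in these data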;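 note: 100% = MG132 at 30 µM as the positive control and 0% = DMSO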
An asterisk follows results filed as active; . = no result given.

SMILES	STAT1 activator	DTT redox prof	FLuc stim CS	G6PDH CS	APP 5UTR inh	APP 5'UTR act	HMGR II inh	FLuc inh counter	NF-kB neuron act	Hsp70 activator
C/C(Cn1cnc([N+](=O)[O-])n1)=N\NC(=O)c1ccccc1F	114	1.3	.	.	-52	52	0	.	1.6	0.7
COc1ccc(C)cc1NC(=O)CN1CCN(S(=O)(=O)c2ccc(Cl)cc2)CC1	93	0.7	1.1	-49	6	-6	-4	-8	0.62	-0.3
C[C@]12CCC(=O)C=C1[C@H](O)C[C@@H]1[C@@H]2[C@@H](O)C[C@@]2(C)[C@H]1CC[C@]2(O)C(=O)CO	102	-0.5	1	5	-26	26	-5	-4	0.57	-0.4
CN(C)c1ccc(C(=S)N2CCOCC2)cc1Br	99	1.8	1.1	6	13	-13	2	-8	1.2	0.0
COc1ccccc1S(=O)(=O)Cc1ccc(C(=O)NC2CCCCC2)o1	101	0.5	1.1	2	-10	9	4	-14	0.98	-0.5
CC1CC(C)CN(CCCNC(=O)c2ccc3c(c2)NC(=O)C(N2CCCCC2)S3)C1 (configuration not stated)	94	0.6	1.1	-17	17	-17	-3	-5	0.61	0.2
CCn1c(SCC(=O)Nc2nc3ccccc3s2)nc2c(c1=O)SC(C)C2 (configuration not stated)	85	0.7	1	8	-3	3	-3	-4	0.65	-0.2
O=C(O)c1ccc(COc2ccc3ccccc3c2/C=C2/NC(=O)N(Cc3ccc(F)cc3)C2=O)cc1	115	0.8	1.1	28	-3	3	-1	-6	0.82	0.1
c1ccc(N2CCN(c3ncnc4c3oc3ccccc34)CC2)cc1	99	1.2	1	4	8	-8	-4	4	1.1	-0.5
CN(Cc1ccno1)Cc1cn(Cc2ccccc2)nc1-c1ccc2c(c1)OCO2	93	-0.7	1	7	9	-9	1	-3	1	-0.4
Cc1onc(C(=O)NCc2cccs2)c1[N+](=O)[O-]	104	0.3	1.1	9	-2	2	-5	-8	1.1	0.1
O=C(Cc1c(F)cccc1Cl)Nc1cccnc1	92	-0.6	1	8	2	-2	-2	-1	1	0.0
O=C(c1cc2ccccc2oc1=O)N1CCN(C(=O)C2CCCO2)CC1 (configuration not stated)	104	0.9	1	-7	13	-13	-2	-4	1.1	-0.2
COc1ccc(-c2cc3n(n2)CCc2nc4ccccc4n2-3)cc1	118	1.6	1	0	-12	13	1	1	0.42	-0.1
Cc1oc2ccc(O)cc2c1C(=O)c1ccc(Cl)cc1	104	0.2	1	6	13	-13	-2	-4	1.8	-0.2
CCC(/C=N/Nc1ccc(S(=O)(=O)N2CCCC2)cc1[N+](=O)[O-])CC	102	0.8	1.1	11	-4	4	6	-6	1.2	-0.2
CC(=O)N1CCN(c2ccc(NC(=O)c3ccc4c(c3)OCCO4)cc2)CC1	94	0.5	0.9	8	1	-1	-1	6	1.5	0.0
COc1ccc(C(=O)Oc2ccc(/C=N/NC(=O)Cc3ccc([N+](=O)[O-])cc3)cc2)cc1	105	1.5	1.1	0	-9	9	-4	-6	1.1	-0.2
O=Cc1cn(-c2ccccc2)nc1-c1cc2ccccc2oc1=O	92	0.2	1	3	-5	5	1	-3	1.1	-0.3
Cc1ccc(S(=O)(=O)/N=C/N(C)C)cc1	104	-0.1	1	-2	-18	18	-3	-4	1.1	-0.2
Cc1nc([N+](=O)[O-])c(Sc2nc3ccccc3n2C)n1Cc1ccccc1	77	0.0	1	11	1	-1	0	-4	0.42	-0.3
CNCC(O)C(O)C(O)C(O)CO (configuration not stated)	105	0.2	1.1	11	4	-4	-5	-12	0.87	1.1
CC(C)(C)OC(=O)N1CCN(C(=O)[C@H](Cc2ccc(O)cc2)n2cc(CCO)nn2)CC1	95	0.7	1.1	0	4	-4	1	-9	0.92	-0.1
Cc1cc(C)c(OCC(=O)Nc2ccccn2)c([N+](=O)[O-])c1	97	0.0	1	-2	-4	4	-1	3	1.4	0.1
Cc1ccc(N=Nc2c(C)[nH]n(-c3ccccc3)c2=O)c(C)c1	107	0.1	1	-3	-8	8	2	-1	1.2	0.0

Ordered by SMILES length (largest number first): 3 of the compounds above.
SMILES	STAT1 activator	DTT redox prof	FLuc stim CS	G6PDH CS	APP 5UTR inh	APP 5'UTR act	HMGR II inh	FLuc inh counter	NF-kB neuron act	Hsp70 activator
COc1ccc(C)cc1NC(=O)CN1CCN(S(=O)(=O)c2ccc(Cl)cc2)CC1	93	0.7	1.1	-49	6	-6	-4	-8	0.62	-0.3
CC(=O)N1CCN(c2ccc(NC(=O)c3ccc4c(c3)OCCO4)cc2)CC1	94	0.5	0.9	8	1	-1	-1	6	1.5	0.0
c1ccc(N2CCN(c3ncnc4c3oc3ccccc34)CC2)cc1	99	1.2	1	4	8	-8	-4	4	1.1	-0.5

(list continues)
SMILES	STAT1 activator	DTT redox prof	FLuc stim CS	G6PDH CS	APP 5UTR inh	APP 5'UTR act	HMGR II inh	FLuc inh counter	NF-kB neuron act	Hsp70 activator
COC(=O)C1CN(S(=O)(=O)c2ccccc2)CCN1S(=O)(=O)c1ccccc1 (configuration not stated)	93	0.1	1	3	-9	9	5	-2	1	0.2
Cc1cc(N2CCN(C(=O)c3ccco3)CC2)n2ncc(-c3ccccc3)c2n1	127	-0.4	1	10	-79	79	2	-3	1	0.3
COc1cccc(CNC(=O)CCC2CCCN(C(=O)c3cccc4c(C)c(C)[nH]c34)C2)c1 (configuration not stated)	91	-1.9	1	12	-17	17	3	-4	1	-0.2
C=CCSc1[nH]c(=O)cc(C)c1C(N)=O	97	0.0	1.1	-2	10	-10	1	-7	0.88	0.2
CCO[C@H]1OC(C(=O)N2CCN(C)CC2)=C[C@@H](c2ccc(Br)cc2)[C@@H]1CCCO	99	-0.9	1	8	-1	1	2	-4	1	-0.1
Cc1ccc2cc(/C=C(\C#N)C(N)=O)c(N3CCCCC3)nc2c1	107	-0.4	1	-4	-10	10	-2	-3	1.4	-0.2
O=C1CCc2cc(S(=O)(=O)N3CCCC3C(=O)N3CCN(c4ccccc4)CC3)ccc2N1 (configuration not stated)	106	-1.2	1.1	6	-5	5	-8	-10	1	-0.4
Cc1cc(C)n(-c2ccc(Cl)c(C(=O)NCc3ccccc3)n2)n1	93	-0.4	1.1	-5	-16	16	-1	-8	1.2	0.0
CCC(=O)c1ccccc1OCCN1C(=O)NC(C)(C)C1=O	98	-0.3	1	7	7	-7	1	2	1.2	-0.5
CC1CCN(S(=O)(=O)c2ccc(NC(=O)CSc3ncccc3C(=O)O)cc2)CC1	93	0.3	1	3	-4	4	-2	-3	1.1	-0.3
FC(F)Oc1ccc(-c2csc(NNC3=NCCCCC3)n2)cc1	114	-2.2	1	4	-10	9	0	-2	1	-0.2
CC(=O)c1ccc(N2CCN(C(=S)Nc3ccc(Cl)c(Cl)c3)CC2)cc1	93	-0.5	1	6	-15	15	-8	-1	1.1	-0.3
O=C(COc1ccc(Cl)c(Cl)c1)NN1C(=O)C2C(C1=O)C1C=CC2C12CC2 (configuration not stated)	101	0.0	1	0	-11	11	6	-1	1.1	0.0
CCOC(=O)N1CCN(c2ccc(Cl)cc2)CC1	98	0.0	1	6	-3	3	-2	-3	1.5	-0.2
CC(C)c1cc(C(=O)N/N=C/c2cccnc2)n[nH]1	106	0.4	0.9	4	-8	8	1	13	1	-0.2
CCOC(=O)NC(=O)/C(N=Nc1cc(C)cc(C)c1)=C(\C)O	111	-0.2	1.1	2	-2	2	-6	-5	1.1	-0.1
CC(C)OC(=O)c1c(NC(=O)c2ccco2)sc2c1CCCCC2	95	0.4	1	9	4	-4	-3	0	0.89	2.3
CCOC(=O)/C(C#N)=C/c1ccc(OCC(=O)Nc2ccc(C)c(C)c2)c(OC)c1	105	0.4	1.1	-26	-20	20	-4	-9	1.1	-0.1
CC(C(=O)Nc1ccccc1F)N1C(=O)c2ccccc2C1=O (configuration not stated)	104	0.1	1	11	4	-4	-7	-2	1.3	-0.1
Cc1ccc(-c2n[nH]c(=S)n2Cc2ccccc2)cc1	103	0.1	1	1	7	-7	3	0	1	-0.2
COCCNC(=O)Cn1c(=O)n(CCC(=O)NCCc2ccccc2)c(=O)c2ccccc21	106	4.6	1	8	-2	2	2	0	1.1	0.2
Cc1nnc(SCC(=O)N2c3ccccc3C(C)(c3ccccc3)CC2(C)C)s1 (configuration not stated)	101	-0.2	1.1	10	12	-12	-3	-8	1.1	-0.5
COC(=O)c1sc2nc(N)c(C#N)cc2c1N	104	0.1	0.9	0	-3	3	3	13	1.6	-0.1
CCS(=O)(=O)n1nc(-c2ccc(OC)cc2)nc1N	114	0.2	1	2	-26	27	8	-4	1.4	-0.2
Cc1nnc(NC2=NCCCCC2)o1	93	0.0	1.1	0	-6	6	-1	-6	1.6	-0.2
NC(=O)C1=C[C@H](c2coc3ccccc3c2=O)C[C@H](OCc2ccc(CO)cc2)O1	97	-0.7	1	5	10	-10	-2	-5	1.1	-0.2
CC(=O)Nc1ccc(NC(=O)C2CCN(c3c(Cc4ccccc4)c(C)nc4ncnn34)CC2)cc1	90	0.6	.	.	-8	8	-4	.	.	-0.1
COc1ccc(NC(=O)CCSc2nnnn2C)cc1	118	14	1	11	-29	29	-6	-1	1.6	-0.1
CC(Oc1ccc(Cl)cc1)C(=O)NCCN1C(=O)S/C(=C\c2cccnc2)C1=O (configuration not stated)	94	-0.8	1.1	-19	-1	1	-5	-12	1.1	-0.5
O=c1c2c3c(sc2ncn1-n1cccc1)CCCCC3	100	0.1	0.9	0	-8	8	1	13	1.7	-0.1

Quoted at random: 7 records from the list, in no set order.
SMILES	STAT1 activator	DTT redox prof	FLuc stim CS	G6PDH CS	APP 5UTR inh	APP 5'UTR act	HMGR II inh	FLuc inh counter	NF-kB neuron act	Hsp70 activator
CN(C)c1ccc(C(=S)N2CCOCC2)cc1Br	99	1.8	1.1	6	13	-13	2	-8	1.2	0.0
COCCNC(=O)Cn1c(=O)n(CCC(=O)NCCc2ccccc2)c(=O)c2ccccc21	106	4.6	1	8	-2	2	2	0	1.1	0.2
Cc1oc2ccc(O)cc2c1C(=O)c1ccc(Cl)cc1	104	0.2	1	6	13	-13	-2	-4	1.8	-0.2
COC(=O)C1CN(S(=O)(=O)c2ccccc2)CCN1S(=O)(=O)c1ccccc1 (configuration not stated)	93	0.1	1	3	-9	9	5	-2	1	0.2
CC(C)c1cc(C(=O)N/N=C/c2cccnc2)n[nH]1	106	0.4	0.9	4	-8	8	1	13	1	-0.2
COc1ccc(C)cc1NC(=O)CN1CCN(S(=O)(=O)c2ccc(Cl)cc2)CC1	93	0.7	1.1	-49	6	-6	-4	-8	0.62	-0.3
C[C@]12CCC(=O)C=C1[C@H](O)C[C@@H]1[C@@H]2[C@@H](O)C[C@@]2(C)[C@H]1CC[C@]2(O)C(=O)CO	102	-0.5	1	5	-26	26	-5	-4	0.57	-0.4
